IMPase inh: qHTS Assay for Identifying the Cell-Membrane Permeable IMPase Inhibitors. CHO-M1 cells, IP1 accumulation, HTRF TR-FRET ratio. AID 901, 2007. Inositol monophosphatase 1 (Rattus norvegicus), P97697. inhibition (IP1 accumulation), % at 46.1 µM. 120,000 tested, under 10 active; active = well fitted curve in the direction sought with a large enough effect in the signal ratio, not every such curve was filed as active; inconclusive = small, poorly fitted or top-dose-only effect, or a change in a side signal; inactive = no such curve, though single readings can be large or run the other way; the % refers to the signal ratio;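 also: cells stimulated with carbachol in lithium chloride buffer; plate controls were DMSO basal wells for no effect and reference inhibitor wells for full effect; higher means more IMPase inhibition seen as more IP1 and lower FRET ratio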
Target sequence (P97697 whole entry, looked up): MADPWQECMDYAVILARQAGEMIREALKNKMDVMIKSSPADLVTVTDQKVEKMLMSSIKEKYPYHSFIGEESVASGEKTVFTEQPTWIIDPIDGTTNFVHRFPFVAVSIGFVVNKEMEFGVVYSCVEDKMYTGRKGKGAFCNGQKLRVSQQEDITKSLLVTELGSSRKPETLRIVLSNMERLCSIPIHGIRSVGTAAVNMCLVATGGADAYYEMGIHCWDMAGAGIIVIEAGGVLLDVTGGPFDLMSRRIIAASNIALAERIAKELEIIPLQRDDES
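The IP-One HTRF competitive assay in carbachol-stimulated CHO-M1 cells quantifies cellular IP1. Compounds spanned up to 46 uM final, and activity is expressed as AC50 from concentration-response fits of the ratio and donor data.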
PNC inhibitor: High Content Assay for Compounds that inhibit the Assembly of the Perinucleolar Compartment; PC3M PTB-GFP, PNC prevalence imaging, 16 h; hits give low values; activity change (PNC), negative = inhibition, % at 10 µM; hit rate 3.1% among 140,000; AID 2417, 2010;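 active = readout at or below -70, meaning at least 70% loss of cells showing the perinucleolar compartment, a nuclear body marking cancer cells; inconclusive = readout between -30 and a set limit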;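 also: plate controls were DMSO wells for no effect and camptothecin positive control wells for full effect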
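PC3M cells stably expressing PTB-GFP, 750–1000 cells/well, treated 16 h at 37 °C with compound (23 nl of library stock), in duplicate. After paraformaldehyde fixation and Hoechst stain, imaged at 20x; PNC prevalence scored by image analysis.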
ALOX15B inhib: qHTS Assay for Inhibitors of 15-hLO-2 (15-human lipoxygenase 2); Polyunsaturated fatty acid lipoxygenase ALOX15B (Homo sapiens), O15296; purified 15hLO-2, xylenol orange hydroperoxide absorbance; Potency, µM (titrated, usually from 57.1 µM), inactives show at the highest dose activity change, negative = inhibition, most hits filed as inhibitors; hit rate 0.56% among 110,000; AID 881, 2007; also: potency is read from the fitted curve at half-maximal effect; nearly all actives have a fitted effect of over 60% in size; many of its hits are not listed in these tables
Target sequence (O15296 whole entry, looked up): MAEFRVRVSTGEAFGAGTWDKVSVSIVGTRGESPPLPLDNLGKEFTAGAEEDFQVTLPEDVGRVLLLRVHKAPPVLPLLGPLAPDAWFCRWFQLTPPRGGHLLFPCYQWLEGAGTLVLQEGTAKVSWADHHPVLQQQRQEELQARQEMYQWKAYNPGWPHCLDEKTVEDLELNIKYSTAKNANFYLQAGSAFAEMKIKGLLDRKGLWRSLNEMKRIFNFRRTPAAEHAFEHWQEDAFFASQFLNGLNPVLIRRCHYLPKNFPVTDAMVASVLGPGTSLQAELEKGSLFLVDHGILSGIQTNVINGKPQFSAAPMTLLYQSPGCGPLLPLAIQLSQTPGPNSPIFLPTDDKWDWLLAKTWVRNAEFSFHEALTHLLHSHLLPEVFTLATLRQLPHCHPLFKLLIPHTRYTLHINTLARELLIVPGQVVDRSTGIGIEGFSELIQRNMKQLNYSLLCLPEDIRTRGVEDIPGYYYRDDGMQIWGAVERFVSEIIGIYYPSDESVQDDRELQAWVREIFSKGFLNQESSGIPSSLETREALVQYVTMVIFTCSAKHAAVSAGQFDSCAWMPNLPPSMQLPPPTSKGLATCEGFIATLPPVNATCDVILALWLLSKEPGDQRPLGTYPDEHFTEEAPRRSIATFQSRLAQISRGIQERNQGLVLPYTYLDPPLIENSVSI
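Screening format was qHTS against 50 nM purified 15hLO-2 in Hepes pH 7.5 with detergent. Activity follows hydroperoxide formation from 45 uM arachidonic acid, measured as 573:405 nm absorbance ratio of the ferric-xylenol orange complex.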
12-hLO inh: qHTS Assay for Inhibitors of 12-hLO (12-human lipoxygenase) | hit rate 0.12% among 150,000 | Polyunsaturated fatty acid lipoxygenase ALOX12 (Homo sapiens), P18054 | Potency, µM (highest dose often 57.1 µM), inactives show at the highest dose activity change, negative = inhibition, hits mostly inhibitors | purified 12-hLO, xylenol orange hydroperoxide absorbance; also: potency is read from the fitted curve at half-maximal effect; nearly all actives have a fitted effect of over 55% in size; many of its hits are not listed in these tables
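Hydroperoxide formation by human 12-lipoxygenase from 40 uM arachidonic acid was followed colorimetrically via ferric-xylenol orange complex, using the 573/405 nm absorbance ratio. Enzyme concentration was 150 nM, with 30 min reaction at room temperature.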
* marks the source's active call; other numbers are inactive results; u = inconclusive; x = not tested or not shown; & = joins results of further samples; [ ] = remark or other dose. Unless noted, calls follow the shape of the dose curve; as a rule, active = well fitted curve in the direction sought with a large enough effect; inconclusive = small, poorly fitted or top-dose-only effect, or another doubt; inactive = no such curve, though single readings can be large; an effect the other way counts as inactive or inconclusive. Unless noted, % is scaled to controls: 0 for no effect and ±100 for the full control effect. Only part of the results is shown; count on the stated rates, not on these rows.

Values run as follows: IMPase inh	PNC inhibitor	ALOX15B inhib	12-hLO inh
> COCCn1c(N2CCN(c3ccc(OC)cc3)CC2)nc2c1c(=O)n(C)c(=O)n2C
 : 7	20	2%	4%
> CCCCC(=O)OCC(=O)c1ccc(OCC)cc1
 : -10	18	x	0%
> Cc1nn(C)cc1C1C2=C(CC(C)(C)CC2=O)N(c2ccccc2)C2=C1C(=O)CC(C)(C)C2
 : 0	u	-16%	-4%
> Cc1cccc(NC(=O)Cn2cnc3c(cnn3-c3ccc(F)cc3)c2=O)c1C
 : -6	u	-9%	0%
> O=C(CSc1nc(-c2ccncc2)nn1CC(=O)N1CCCCC1)NC1CCCC1
 : 10	24	3%	-4%
> O=S(=O)(c1cc(Cl)ccc1Cl)N1CCCCC1
 : 9	u	-1%	-2%
> O=C(O)C1C2C=CC(C2)C1C(=O)NC1CCS(=O)(=O)C1 (stereo not drawn)
 : 5	30	12%	0%
> COc1ccc(N2CCN(c3nc(NC(C)(C)C)nc(N4CCCCC4)n3)CC2)cc1
 : -1	45	11%[2.29 µM]	-3%
> CCCCOc1ccc(-c2cc(C(=O)NNC(=S)NCC)c3ccccc3n2)cc1
 : u	28	-28%	u
> C[C@@H](C(=O)NCCc1c[nH]c2ccccc12)[C@@H]1C[C@@]1(C)[C@@H](NC(=O)OCc1ccccc1)c1ccccc1
 : x	u	-11%	1%&-4%
> O=C(Nc1cccc(S(=O)(=O)N2CCCCC2)c1)Nc1ccc(Cl)cc1Cl
 : x	15	x	-5%
> CCOc1ccccc1N(CC(=O)O)S(=O)(=O)c1ccccc1
 : 12	u	-1%	2%
> Nc1cc2c(cc1[N+](=O)[O-])OCCO2
 : x	59	x	-1%
> Cn1c(CNC(=O)C(C)(C)C)nc2ccccc21
 : 6	38	4%	2%
> CCC(NC(=O)c1ccccc1NC(=O)c1ccc(C)cc1)C(=O)O (stereo not drawn)
 : 1	33	1%	-5%
> CCOc1nc(NCCN2CCOCC2)nc(NC(C)C)n1
 : -11	u	x	7%
> COc1ccc(C(=O)Nc2cc3c(cc2Cl)OCCCO3)cc1
 : -2	-7	2%	-1%
> CCOC(=O)N1CCC(NC(=O)C2=C(C)C(=O)OC23CCC(C)CC3)CC1 (stereo not drawn)
 : 2	-1	x	-3%
> O=C(Cc1ccccc1)NC(=S)Nc1ccc(N2CCCCC2)cc1
 : x	-26	x	-4%
> CC(=O)Nc1ccc(S(=O)(=O)N2CCSC2c2ccc(Cl)cc2)cc1 (stereo not drawn)
 : 10	u	6%	-10%
> CCCNC(=O)C(CC)NS(=O)(=O)c1ccc(OC)cc1 (stereo not drawn)
 : -3	-23	2%	3%
> Cc1cccc(CNc2ncnc3ccc(-c4ccccc4CN(C)C)cc23)c1
 : x	x	49%[activator]	-4%
> CC(=O)N1CC[C@@H]2CC(=O)C[C@@H](C)[C@@H]21
 : x	x	-9%[0.0915 µM]	0%[0.00818 µM]
> O=C1NN(c2ccccc2)C(=O)/C1=C\c1cccn1-c1ccc(Cl)c([N+](=O)[O-])c1
 : 2	-1	-18%	-2%
> Cc1cc(=O)[nH]c(S/C=C/c2ccccc2)n1
 : -1	-29	-5%	0%
> CCOC(=O)c1ccc(NC(=O)c2ccc(NC(=O)c3ccccc3)cc2)cc1
 : 2	-29	-17%	0%
> CC(C)CCN1CC(C(=O)NCc2ccc(F)cc2)CC1=O (stereo not drawn)
 : 24	-11	-1%	-3%
> CC(=O)COc1ccc2c(-c3ccccc3)cc(=O)oc2c1
 : x	-2	x	0%
> CCOc1ccccc1C1C(C(=O)OC)=C(N)OC2=C1C(=O)CCC2 (stereo not drawn)
 : 8	-4	2%	-3%
> CCN(CC)CCn1c(=N)n(CC(O)c2ccco2)c2ccccc21 (stereo not drawn)
 : x	13	x	-2%
> Cc1ccc(CN(c2ccc(C(=O)NCc3ccccn3)cc2)S(C)(=O)=O)cc1
 : 6	-5	6%	2%
> Cc1cccc(C)c1NC(=O)NC1CC2CCC(C1)N2Cc1cccs1 (stereo not drawn)
 : -2[1.84 µM]	-83*	7%[11.4 µM]	-3%
> CCC(CC)NC(=O)COC(=O)c1ccc(OCc2ccc(C(C)=O)cc2OC)c(OC)c1
 : x	u	x	5%
> O=C(C[n+]1cccc(CNC(=O)c2ccc(OC(F)F)cc2)c1)Nc1ccccc1Cl
 : 3	41	x	1%
> O=C(CP(=O)(c1ccccc1)c1ccccc1)N/N=C/c1cc(Br)cc(Br)c1O
 : -11	-30	x	2%
> Oc1cc2ccccc2cc1-c1nnc2n1-c1ccccc1SC2
 : -5	u	-6%	2%
> C/C(=N\NC(=O)CCCCCNC(=O)c1ccccc1)c1ccccc1O
 : x	9	x	-7%
> CC(=O)c1cc(CC=C(C)C)c(O)cc1O
 : 2	34	0%	-6%
> Cc1cc(-c2cccc([N+](=O)[O-])c2)nc2ccc3ccccc3c12
 : -1	101	-6%	3%
> Cc1ccc(NC(=O)C2CCCO2)cc1[N+](=O)[O-] (stereo not drawn)
 : 1	0	x	2%
> COc1cccc2cc(C(=O)Nc3cccnc3N3CCOCC3)c(=O)oc12
 : 3	-23	-3%	-3%
> Cc1sc(NC(=O)/C=C/c2ccco2)c(C(=O)OC(C)C)c1C
 : -4	-17	x	-2%
> Cc1ccc(C(=O)O)cc1
 : x	x	1%	0%
> O=C(c1ccc2ccccc2c1)N1CCN(c2ccc(C(F)(F)F)cn2)CC1
 : -8	10	19%	-7%
> O=C(O)c1cc2cc(Cl)cc(Cl)c2oc1=O
 : -7	-14	-21%	u
> COc1ccc(NC(=O)CN(C)CC(=O)Nc2ccccc2SC)cc1
 : 1	9	x	0%
> Cc1ccc(C(=O)Nc2nc(C)c(C(=O)Nc3ccc4c(c3)CCC4)s2)cc1
 : 9	-89*	x	0%
> COc1ccc(-c2nnn(CC(=O)N(CC(=O)NCCC(C)C)c3ccccc3)n2)cc1OC
 : 1	-20	2%	-8%
> Cc1nnc(SCC(=O)c2ccc(S(=O)(=O)N3CCOCC3)cc2)n1-c1ccccc1
 : 7	10	-15%	-2%
> O=C(O)C1CC(=O)N(C2CCCCCC2)C1 (stereo not drawn)
 : -10	-16	1%	-1%
> Cc1nnc(C)c2c(C)n(C(c3ccccc3)c3ccccc3)c(C)c12
 : 13	u	14%	3%
> Cc1ccccc1NC(=O)CCC(=O)N/N=C/c1cc([N+](=O)[O-])ccc1O
 : x	u	x	-1%
> COc1cc(/C=N/N2CCN(C3c4ccccc4-c4ccccc43)CC2)cc(OC)c1O
 : x	24	x	-5%
> NC(Cc1ccccc1)=NCC(=O)O
 : x	x	-9%[11.4 µM]	2%[11.4 µM]
> COc1cccc(NC(=O)COc2ccc(S(=O)(=O)NC(C)C)cc2)c1
 : u	-30	x	0%
> COc1ccc(-c2cn3c(n2)CCC3)cc1
 : 1	-13	-2%	-5%
> CC(=O)NCCC(=O)Nc1cc(F)ccc1C
 : -2	55	2%	-2%
> COc1cc(OC)cc(C(=O)NCc2n[nH]c(=S)n2-c2ccccc2)c1
 : 1	14	2%	5%
> CC(=O)OC1COC(N2CCc3ccccc32)C(OC(C)=O)C1OC(C)=O (stereo not drawn)
 : 11	11	x	2%
> CCOC(=O)N1CCN(C(=O)CN(Cc2ccccc2)S(C)(=O)=O)CC1
 : 5[1.84 µM]	27	6%[11.4 µM]	1%

(more compounds)
Values run as follows: IMPase inh	PNC inhibitor	ALOX15B inhib	12-hLO inh
> CCc1cc(C(=O)N2CCOCC2)c(NC2=NS(=O)(=O)c3ccccc32)s1
 : 5	-8	-4%	-6%
> CCCC1=C(C(=O)OCC)C(/C=C/c2ccccc2)n2ncnc2N1 (stereo not drawn)
 : 4	3	19%	1%
> CC1(C)CO[C@H](CC(=O)O)CN1
 : -4	x	26%	-1%
> Cc1cc(NCc2ccco2)n2ncnc2n1
 : 5	-119*	x	2%
> CN(C)C(=O)c1ccc(-c2nc(Nc3ccc(F)cc3)c3ccccc3n2)cc1
 : x	x	-8%	-2%
> CCOC(=O)C1=C(CSc2nc(C)cc(C)c2C#N)OC(N)=C(C#N)C1c1ccccc1 (stereo not drawn)
 : 2	17	-15%	u
> COc1ccc(N2CCN(C(=O)c3ccc(NS(=O)(=O)c4ccccc4)cc3)CC2)cc1
 : -1	-16	x	4%
> CC(CNc1ccccc1O)C(=O)O (stereo not drawn)
 : x	23	x	-5%
> N=C(N)SCc1nc2ccccc2c(=O)n1-c1ccccc1
 : 13&0	36&38	x	-4%&-3%
> C=CCN1C(=O)[C@]2(c3ccccc31)C1CCCC=C1C(C#N)=C(N)C2(C#N)C#N (stereo partly drawn)
 : 10	-11	-3%	u
> O=C(Cn1nc(-c2ccc3c(c2)OCCO3)ccc1=O)Nc1ccc(N2CCOCC2)cc1
 : 0	-10	-3%	-2%
> COc1ccc(S(=O)(=O)N2CCN(c3nc4ccccc4nc3-n3nc(C)cc3C)CC2)cc1
 : 12	-30	1%	1%
> Cc1ncsc1CCSc1nc2ccccc2c(=O)n1C
 : 25	-4	2%	-3%
> CC(C)c1ccc(NC(=O)C(c2ccccc2)N2CCN(C=O)CC2)cc1 (stereo not drawn)
 : 5	21	5%	8%
> O=C(O)c1ccc(N2C(=O)CC(Cc3ccccc3)C2=O)cc1 (stereo not drawn)
 : 4	-3	-2%	3%
> CC(=O)NC1=NN(C(C)=O)C(C)(c2ccccc2)S1 (stereo not drawn)
 : 3	u	6%	-1%
> CCCCOCCCNC(=O)c1cccc(OC)c1
 : x	-5	x	2%
> Cc1ccc(NC(=O)CSc2ncc(-c3ccccc3)n2C(=O)c2ccccc2)cc1
 : -5	1	-1%	-9%
> CCC1CCCCN1CCCNC(=O)C1CCC(Cn2c(=O)[nH]c3ccccc3c2=O)CC1 (stereo not drawn)
 : 0	9	2%	0%
> CCOC(=O)c1ccccc1NC(=O)Cn1c(-c2nonc2N)nc2ccccc21
 : 8	u	-16%	-5%
> Cc1ccc(C(=O)NCCNc2ccc([N+](=O)[O-])cc2C(F)(F)F)cc1
 : x	15	x	-20%
> CCOc1ccc(/C=N/NC(=O)c2ccc(Cn3cc([N+](=O)[O-])cn3)o2)cc1
 : 29	u	10%	-8%
> O=C(c1cccc(F)c1)N1CCC[C@@]2(CCN(C(c3ccccc3)c3ccccc3)C2)C1
 : x	x	18%	-17%
> COC(=O)[C@H](C)NC(=O)Nc1cccc(C)c1
 : 4	-15	-1%	-7%
> O=c1cc(CSc2nnc(-c3cccs3)n2Cc2ccccc2)nc2sc3ccccc3n12
 : 1	9	-26%	-11%
> Cc1nc2c(-c3ccccc3)c(C)nn2c(C)c1CCC(=O)O
 : -1	0	-6%	-2%
> Cc1ccccc1-n1c(=O)cc(N2CCC3(CC2)OCCO3)[nH]c1=O
 : 8	-119*	x	2%
> CCCCC(CC)CNC(=O)/C=C/c1ccc(F)cc1 (stereo not drawn)
 : x	24	x	-3%
> CCN(CC)S(=O)(=O)c1ccc(C)c(NC(=S)NNC(=O)C2CC2)c1
 : x	u	x	-3%
> O=C(Cc1cccs1)N1CCN(c2ccc(F)cc2)CC1
 : 13	38	x	-2%
> O=C(NCc1ccco1)c1cc(-c2cccnc2)nc2ccc(Cl)cc12
 : 4	29	1%	-8%

Assay outcomes deposited in PubChem by National Center for Advancing Translational Sciences (NCATS).
